Screens: PubChem, several laboratories
S1P2 ag = agonists of human S1P2 receptor. O95136. AID 729. activation, % at 4.5 µM. 97,000 compounds, 0.46% hits. S1P2-expressing cell line, agonist reporter read-out; in the data active means activation above about 16%;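 further: 0% = vehicle low control and 100% = maximal reference agonist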
Target sequence (O95136 whole entry, looked up): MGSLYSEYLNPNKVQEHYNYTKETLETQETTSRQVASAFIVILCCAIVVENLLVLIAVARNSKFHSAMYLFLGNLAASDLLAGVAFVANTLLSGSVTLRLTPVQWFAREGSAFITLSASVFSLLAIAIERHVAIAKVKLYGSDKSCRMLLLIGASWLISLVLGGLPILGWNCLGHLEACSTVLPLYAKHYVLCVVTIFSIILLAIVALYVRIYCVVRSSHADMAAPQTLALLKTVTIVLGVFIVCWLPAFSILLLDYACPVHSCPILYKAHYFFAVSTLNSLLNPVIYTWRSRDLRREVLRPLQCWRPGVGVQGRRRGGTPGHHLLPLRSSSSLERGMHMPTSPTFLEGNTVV
PostGolgi ctrl = yeast control strain growth, post-Golgi counter-screen; efflux-deficient yeast background strain, growth absorbance A615, 16 h; inhibition, % at 10 µM; 98,000 compounds, 5% hits; AID 738
PostGolgi yeast = growth inhibition of a yeast mutant, post-Golgi transport screen; AID 739; 98,000 compounds, 0.9% hits; post-Golgi transport phenotypic cell assay; inhibition, % at 10 µM;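 further: yeast cells grown in 1536-well plates; yeast grown about 18 h at 30C before absorbance read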
S1P2 antag = S1P2 (human) receptor antagonism; cell-based S1P2 antagonist assay, inhibition at 5 uM; 97,000 compounds, 0.21% hits; inhibition, % at 5 µM; AID 736; O95136; in the data active means inhibition above about 45%;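 further: CRE beta-lactamase reporter cells expressing human S1P2 stimulated with S1P; 0% = agonist at EC80 alone and 100% = agonist plus reference antagonist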
CYP2C19 inh = blocks human cytochrome P450 2C19. P33261. CYP2C19 Supersomes, luciferin-H EGE luminescence, 30 min. inhibition, % at 5 µM. 96,000 compounds, 21% hits. AID 778;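 active means CYP2C19 inhibition above a set limit at 5 µM in the primary screen, cut at about 50% in these data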;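 further: plate controls were negative control wells for no effect and 2.5 mM tranylcypromine positive control for full effect; values of inactives mirror those of a sister screen read the other way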
Target sequence (P33261 whole entry, looked up): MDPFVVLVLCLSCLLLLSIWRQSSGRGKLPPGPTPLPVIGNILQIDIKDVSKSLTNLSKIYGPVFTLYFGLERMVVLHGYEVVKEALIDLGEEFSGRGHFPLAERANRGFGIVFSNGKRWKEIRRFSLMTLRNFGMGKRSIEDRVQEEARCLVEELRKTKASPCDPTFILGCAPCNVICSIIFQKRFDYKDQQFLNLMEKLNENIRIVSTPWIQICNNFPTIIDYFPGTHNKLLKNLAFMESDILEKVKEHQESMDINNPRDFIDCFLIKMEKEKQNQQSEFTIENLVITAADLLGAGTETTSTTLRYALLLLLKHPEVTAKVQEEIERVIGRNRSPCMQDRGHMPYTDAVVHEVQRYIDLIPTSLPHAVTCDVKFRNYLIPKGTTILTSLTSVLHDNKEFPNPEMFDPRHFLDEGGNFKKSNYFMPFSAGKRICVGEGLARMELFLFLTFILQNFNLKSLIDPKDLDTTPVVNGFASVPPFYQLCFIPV
sEH act = increases human soluble epoxide hydrolase activity; P34913; AID 717; purified human sEH enzymatic activity, activator screen; activation, % at 2 µM; 91,000 compounds, 0.04% hits; in the data active means activation above about 37%; further: values of inactives mirror those of a sister screen read the other way
CYP2C19 activ = cytochrome P450 2C19 (human) activation. P33261. recombinant CYP2C19, luciferin-H EGE luminescence; stronger effect = higher value; 0 = fully inhibited enzyme, 1 = untreated enzyme. activation factor at 5 µM. 96,000 tested, under 10 active. AID 1025;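 active means activation factor of at least 2 at 5 µM in the primary screen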;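 further: 0 = wells with 2.5 mM tranylcypromine and 1 = vehicle-only wells; values of inactives mirror those of a sister screen read the other way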
sEH inhibitor = inhibitors of human soluble epoxide hydrolase; P34913; recombinant human sEH enzymatic activity assay; inhibition, % at 2 µM; 91,000 compounds, 0.34% hits; in the data active means inhibition above about 80%; further: values of inactives mirror those of a sister screen read the other way; many of its hits are not listed in these tables
DAT uptake mod = human DAT dopamine uptake with cocaine, either direction; B-score at 10 µM; Q01959; AID 449768; 110,000 compounds, 1.3% hits; LLC-PK1 hDAT cells, [14C]-dopamine uptake with cocaine IC80; actives deviate in either direction;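 active means Z score or B-score, a plate-position-corrected score, falls beyond the plate's 99.7% confidence bounds, in either direction; inactive means both scores lie inside the 99.7% bounds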;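 further: scored against the spread of the other compound wells on the same plate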
Active calls of the source: *; . = not tested or not shown; & = joins results of further samples. Unless noted, no stated cut-off is given here; in the data, active means inhibition above about 30%; inactive means the rest.

(1) CSc1nc(Sc2ccccc2Cl)c2ccccc2n1
(2) CCSc1nc2cc(OC)c(OC)cc2c(=O)n1CCc1ccccc1
(3) O=c1c2c(-c3ccccc3)csc2ncn1/N=C/c1c2ccccc2cc2ccccc12
(4) Cc1ccc(F)cc1NC(=O)c1cccc(N(C)C)c1
(5) COc1ccc(N(C(=O)c2cnccn2)C(C(=O)NC2CCCCC2)c2ccc(Cl)cc2)cc1 (centres undefined)
(6) CN1CCN(CC#CC2(O)CCCCC2)CC1
(7) CCn1nc(C(=O)OC2CCOC2=O)c2ccccc2c1=O (centres undefined)
(8) CCN(c1ccc(NC(=O)CN2C(=O)NC3(CCOc4ccccc43)C2=O)cc1)C(C)C (centres undefined)
compound no.	1	2	3	4	5	6	7	8
S1P2 ag	-3	-1	18*	-2	-3	-2	-6	-2
PostGolgi ctrl	6	22	19	10	.	3	10	8
PostGolgi yeast	-10	-6	-2	20	.	-2	1	2
S1P2 antag	-17	-22	15	13	-21	14	-1	3
CYP2C19 inh	-6	19	15	9	.	-6	5	27
sEH act	3	-8	-6	9	-2	12	6	-5
CYP2C19 activ	1.1	0.8	0.8	0.9	.	1.1	1	0.7
sEH inhibitor	-1	7	8	-10	3	-13	-3	8
DAT uptake mod	0.13	0.85	-0.11	0.84	-1.2	0.088	0.21	1.6

(9) COc1ccc(OC)c(NC(=O)CSc2nnc(-c3ccco3)n2-c2ccccc2)c1
(10) O=C(CN(C(=O)C1COc2ccccc2O1)c1ccccc1)NCC1CCCO1 (centres undefined)
(11) Cc1cc(OCC(O)CN2CCN(C)CC2)ccc1C(C)C (centres undefined)
(12) CCC(=O)Nc1nc2c(OC)ccc(OC)c2s1
(13) CC(Sc1ccc(Cl)cc1)C(=O)NCc1ccc2c(c1)OCO2 (centres undefined)
(14) O=C(/C=C/c1cccs1)c1cc(F)ccc1OC(=O)N1CCOCC1
(15) COc1cc(-c2nc3n(n2)C(c2ccncc2)C(C(N)=O)=C(C)N3)cc(OC)c1OC (centres undefined)
(16) Cc1nn(-c2ccccc2)c(Cl)c1C(=O)N1CCN(c2ncnc3c2cnn3-c2ccccc2)CC1
compound no.	9	10	11	12	13	14	15	16
S1P2 ag	13	-3	-5	-3	-3	-6	-8	-17
PostGolgi ctrl	13	-3	-4	4	20	.	10	23
PostGolgi yeast	-1	-2	-3	-5	-1	.	-2	8
S1P2 antag	-22	8	6	32	-31	10	2	29
CYP2C19 inh	4	51*	6	-7	76*	.	-2	6
sEH act	17	3	-1	4	6	6	22	20
CYP2C19 activ	1	0.5	0.9	1.1	0.2	.	1	0.9
sEH inhibitor	-24	0	-2	-6	-4	-9	-22	-19
DAT uptake mod	-0.33	-0.028	-0.77	-0.16	-0.57	1.3	0.42	1.3&0.28

2 records drawn at random from the list so far, as already listed:
(13) CC(Sc1ccc(Cl)cc1)C(=O)NCc1ccc2c(c1)OCO2 (centres undefined)
(9) COc1ccc(OC)c(NC(=O)CSc2nnc(-c3ccco3)n2-c2ccccc2)c1
compound no.	13	9
S1P2 ag	-3	13
PostGolgi ctrl	20	13
PostGolgi yeast	-1	-1
S1P2 antag	-31	-22
CYP2C19 inh	76*	4
sEH act	6	17
CYP2C19 activ	0.2	1
sEH inhibitor	-4	-24
DAT uptake mod	-0.57	-0.33

Later entries:
(17) CC1CCN(C(=O)CSc2nnc(-c3cc4ccccc4cc3O)n2Cc2ccco2)CC1
(18) O=C(NC1(C(F)(F)F)NC(=O)N(CC2CCCCC2)C1=O)c1ccco1 (centres undefined)
(19) CC1CCCC(C)N1S(=O)(=O)c1ccc(NC(=O)c2ccccc2C(=O)N2CCOCC2)cc1 (centres undefined)
(20) O=C1OCCC1Sc1nnc(-c2cccc(Br)c2)o1 (centres undefined)
(21) CN(CCc1ccccn1)C(=O)CCNC(=O)Cn1cnc2ccccc2c1=O
(22) Cc1cc(C)c2nc3c(c(C(=O)O)c2c1)CCC3
(23) CC(=O)OC(C(=O)NC1CCCCC1)c1cccc(C)c1 (centres undefined)
(24) Cc1cc(=O)c(C(=O)O)cn1Nc1ccc(Cl)cc1
compound no.	17	18	19	20	21	22	23	24
S1P2 ag	-7	-10	-7	-2	0	.	-5	-2
PostGolgi ctrl	39*	7	13	1	7	-5	7	-1
PostGolgi yeast	0	23	-3	9	-5	-11	-6	14
S1P2 antag	45	2	9	-3	7	.	4	10
CYP2C19 inh	67*	18	9	47	-15	18	47	12
sEH act	3	2	-13	7	6	.	9	-11
CYP2C19 activ	0.3	0.8	0.9	0.5	1.1	0.8	0.5	0.9
sEH inhibitor	-4	-2	11	-10	-8	.	-5	8
DAT uptake mod	2.2	-0.049	0.2	0.72	-0.02	-1.4	-0.87	-0.17

(25) CCC(=O)Nc1ccc(C(=O)OCc2ccccc2Cl)cc1
(26) N#Cc1c2c(c(=S)n(-c3ccccc3)c1N)CCCC2
(27) CC(C)(C)SCCNS(=O)(=O)c1ccc2ccccc2c1
(28) Cc1cccc(N2C(=O)CC(Sc3nc(-c4ccccc4)c4cc(Cl)ccc4n3)C2=O)c1 (centres undefined)
(29) Cc1cc(NC(=O)c2nn(C)c(C)c2[N+](=O)[O-])no1
(30) NC(=O)COC(=O)CNC(=O)c1ccc(Cl)cc1
(31) CCNC(=S)N1C2CCC1CC(NC(=O)NC1CCCCC1)C2 (centres undefined)
(32) CCCOc1cc(C)c(S(=O)(=O)n2nnc3ccccc32)cc1C
compound no.	25	26	27	28	29	30	31	32
S1P2 ag	-5	-4	-7	-3	-4	-1	-5	-1
PostGolgi ctrl	23	-1	18	25	11	0	3	-2
PostGolgi yeast	5	17	20	-2	12	4	-20	1
S1P2 antag	7	-13	-6	-8	4	0	8	8
CYP2C19 inh	57*	22	86*	25	-2	3	8	-9
sEH act	2	-5	-10	8	10	.	-59	3
CYP2C19 activ	0.4	0.8	0.1	0.7	1	1	0.9	1.1
sEH inhibitor	-2	7	12	-8	-7	.	60	-5
DAT uptake mod	0.15	0.52	0.63	0.41	0.83	-0.89	-0.59	-0.1

(33) CCn1nnnc1SCC(=O)Nc1ccc(OC)cc1
(34) CCCC(=O)N(CCc1ccc(OC)cc1)Cc1nc2ccccc2c(=O)[nH]1
(35) C=CCNC(=O)C(C)N1C(=O)c2ccccc2C1=O (centres undefined)
(36) CC1CCN(c2cc(=O)n(C3CCCCC3)c(=O)[nH]2)CC1
(37) CC(NC(=O)COc1ccccc1)C(=O)NC1=NCCS1 (centres undefined)
(38) Cc1ccc(/C=N/NC(=O)c2cc(C)oc2C)o1
(39) COc1ccccc1NS(=O)(=O)c1ccc(NC(=O)c2nc3ncccn3n2)cc1
(40) C[C@H](NC(=O)C1(c2ccccc2)CCN(C(=O)[C@H]2CSCN2C(=O)OC(C)(C)C)CC1)C(=O)O
compound no.	33	34	35	36	37	38	39	40
S1P2 ag	-4	-2	-6	6	-5	-8	-1	-4
PostGolgi ctrl	.	0	0	7	-2	6	10	17
PostGolgi yeast	.	-6	-1	11	2	-3	-1	8
S1P2 antag	1	-8	1	11	30	20	13	-18
CYP2C19 inh	.	31	-8	-4	10	22	34	9
sEH act	0	7	-10	8	-5	-1	5	-5
CYP2C19 activ	.	0.7	1.1	1	0.9	0.8	0.7	0.9
sEH inhibitor	0	-10	10	-11	4	4	-10	4
DAT uptake mod	-0.46	1.1	-1.1	0.0002	-0.66	-0.47	-0.0029	0.79

(41) COc1ccc(N2CCN(C(=O)C3CCN(S(=O)(=O)N4CCOCC4)CC3)CC2)cc1
(42) O=C(c1ccc(-c2nnc(-c3ccccc3)o2)cc1)N1CCCCCC1
(43) Cn1c(=O)oc2cc(S(=O)(=O)N3CCCC(C(=O)N4CC=C(c5ccccc5)CC4)C3)ccc21 (centres undefined)
(44) Cc1cccc(N(C)S(=O)(=O)c2cccc3nsnc23)c1
(45) Cc1ccc(S(=O)(=O)N(CCCN2CCCC2=O)Cc2cc3c(C)ccc(C)c3[nH]c2=O)cc1
(46) CC(C)C(=O)N(c1cc2sc(=O)oc2c2ccccc12)S(=O)(=O)c1cccs1
(47) COC(=O)c1cn(NC(=O)C2COc3ccccc3O2)c(=O)c2ccccc12 (centres undefined)
(48) COc1cc(C(=O)NCc2nnc(SCC(=O)N3CCCCC3)o2)cc(OC)c1OC
compound no.	41	42	43	44	45	46	47	48
S1P2 ag	-3	-6	-5	.	-1	-4	-3	-5
PostGolgi ctrl	2	4	-1	12	3	67*	12	0
PostGolgi yeast	2	7	1	15	-8	10	6	2
S1P2 antag	6	8	16	.	15	17	4	13
CYP2C19 inh	-5	49	72*	64*	11	15	-14	-2
sEH act	1	-4	-9	.	-2	-4	.	9
CYP2C19 activ	1	0.5	0.3	0.4	0.9	0.8	1.1	1
sEH inhibitor	1	4	12	.	5	4	.	-7
DAT uptake mod	0.71	0.22	.	0.038	1.3	-0.58	0.4	-1

(49) CC(C)NC(=O)c1c(O)c2ccccc2[nH]c1=O
(50) COc1ccc(-n2c(SC)nc(O)c(Cc3ccccc3)c2=O)cc1
(51) COc1ccc2c(c1)c1c(n2C(C)=O)C(OC(C)=O)=NCC1
(52) Cc1cccc(NC(=O)CSC(N)=O)c1C
(53) Nc1nc(-c2cccnc2)nn1C(=O)CCc1ccccc1
(54) COc1ccccc1N(C(=O)NCc1ccccc1)C1=NCC(C)S1 (centres undefined)
(55) CCOC(=O)C1=C(C)NC(=O)NC1c1ccc(C)o1 (centres undefined)
(56) CCOC(=O)c1c(NC(=O)CSc2ncn[nH]2)sc(C)c1C
compound no.	49	50	51	52	53	54	55	56
S1P2 ag	.	-6	2	-1	-4	-4	2	-4
PostGolgi ctrl	5	22	3	-4	.	48*	8	5
PostGolgi yeast	-4	-2	-3	-14	.	-4	6	-1
S1P2 antag	.	19	-5	14	0	1	-1	-10
CYP2C19 inh	-8	-13	-2	18	.	47	8	73*
sEH act	.	-5	17	-4	-6	.	.	3
CYP2C19 activ	1.1	1.1	1	0.8	.	0.5	0.9	0.3
sEH inhibitor	.	7	-14	4	8	.	.	-4
DAT uptake mod	0.096	-0.1	1.2	-1.5	0.029	-1.1	0.78	-0.0039

From no. 51 as far as 54, as listed above:
(51) COc1ccc2c(c1)c1c(n2C(C)=O)C(OC(C)=O)=NCC1
(52) Cc1cccc(NC(=O)CSC(N)=O)c1C
(53) Nc1nc(-c2cccnc2)nn1C(=O)CCc1ccccc1
(54) COc1ccccc1N(C(=O)NCc1ccccc1)C1=NCC(C)S1 (centres undefined)
compound no.	51	52	53	54
S1P2 ag	2	-1	-4	-4
PostGolgi ctrl	3	-4	.	48*
PostGolgi yeast	-3	-14	.	-4
S1P2 antag	-5	14	0	1
CYP2C19 inh	-2	18	.	47
sEH act	17	-4	-6	.
CYP2C19 activ	1	0.8	.	0.5
sEH inhibitor	-14	4	8	.
DAT uptake mod	1.2	-1.5	0.029	-1.1

Going on with the list.
(57) CCn1c(CC(=O)Nc2cccc(Cl)c2Cl)nnc1SCCOc1ccc(OC)cc1
(58) Cn1c(SCC(=O)Nc2ccc3nc(SCC(=O)N4CCCC4)sc3c2)nnc1-c1ccccc1
(59) O=C(N(Cc1ccccc1)c1ccccn1)C12CC3CC(CC(C3)C1)C2
(60) N=P(N1CCOCC1)(N1CCOCC1)C12CC3CC(CC(C3)C1)C2
(61) CC1CCCC(NC(=O)c2cn(C)c3ccc(S(=O)(=O)N4CCCC4)cc3c2=O)C1C (centres undefined)
(62) Cc1cc(/C=C(\C#N)C(=O)NCc2ccco2)c(C)n1C1CCCC1
(63) Cc1cc(C)n(CCc2nc(-c3cccs3)cs2)n1
compound no.	57	58	59	60	61	62	63
S1P2 ag	-2	-8	-2	-4	.	1	-2
PostGolgi ctrl	18	10	22	1	6	20	8
PostGolgi yeast	14	3	7	1	0	2	7
S1P2 antag	2	2	-12	-14	.	6	0
CYP2C19 inh	23	20	12	-4	16	-23	.
sEH act	0	-6	-7	10	.	11	0
CYP2C19 activ	0.8	0.8	0.9	1	0.8	1.2	.
sEH inhibitor	0	7	4	-11	.	-14	-1
DAT uptake mod	1.4	2.1	0.95	-0.47	.	0.053	-0.65
